Screening results (PubChem BioAssay)
PfG6PD inh: PfG6PD (Plasmodium falciparum) enzyme inhibition; PfGluPho enzyme, NADPH resazurin-diaphorase fluorescence; inhibition, % at 20 µM; 350,000 compounds, 0.78% hits; AID 504690;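 active = inhibition reaching at least a set limit at 20 µM in the primary screen, cut at about 59% in these data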;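 also: 0% = DMSO wells with substrate and 100% = DMSO wells lacking glucose-6-phosphate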
mIAP block: blocks mouse intestinal alkaline phosphatase | AID 2806 | purified mouse IAP, CDP-Star luminescence, 30 min | 330,000 compounds, 0.2% hits | inhibition, % at 10 µM;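 active = inhibition of at least 40% at 10 µM in the primary screen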;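 also: plate controls were DMSO with enzyme for no effect and no enzyme wells for full effect; values of inactives mirror those of a sister screen read the other way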
HKDC1 inh: HKDC1 (human) hexokinase inhibition. 340,000 compounds, 0.16% hits. inhibition, % at 20 µM. AID 493160. recombinant HKDC1, G6PDH/diaphorase resazurin coupled fluorescence. Q2TB90;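 active = inhibition above about 35% when tested at 20 µM, limit read from the data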;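 also: plate controls were DMSO wells with enzyme for no effect and DMSO wells lacking enzyme for full effect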
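System: Recombinant HKDC1 hexokinase | Amount: HKDC1 at 5 µg/mL | Reagent: Glucose with 1 mM ATP | Doses: Single 20 µM dose | Incubation: Reaction time 90 min, room temperature, protected from light | Signal: Coupled resazurin fluorescence, excitation 525 nm, emission 613 nm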
mIAP act: increases mouse intestinal alkaline phosphatase activity; activation factor at 10 µM; muIAP, CDP-Star luminescence, 30 min; stronger effect = higher value; 1 = vehicle-only enzyme signal, 0 = enzyme-free wells; 330,000 compounds, 0.24% hits; AID 2805;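 active = activation factor of at least 2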; also: the source names both 10 and 20 µM as test concentration; values of inactives mirror those of a sister screen read the other way
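System: mouse IAP enzyme. Reagent: CDP-Star chemiluminescent phosphatase substrate. Benchmarks: DMSO wells, no-enzyme wells. Times: 30 min enzyme-substrate-compound incubation at room temperature. Detection: luminescence from enzymatic CDP-Star hydrolysis. Doses: test compounds delivered from DMSO solution.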
hIAP act: increases human intestinal alkaline phosphatase activity; 330,000 compounds, 0.16% hits; AID 2524; activation factor at 10 µM; purified human IAP, CDP-Star luminescence, 30 min; stronger effect = higher value; 1 = vehicle-only enzyme, 0 = enzyme-free background; P09923;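 active = activation factor of the enzyme at least 2-fold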; also: the source names both 10 and 20 µM as test concentration; values of inactives mirror those of a sister screen read the other way
Target sequence (P09923 whole entry, looked up): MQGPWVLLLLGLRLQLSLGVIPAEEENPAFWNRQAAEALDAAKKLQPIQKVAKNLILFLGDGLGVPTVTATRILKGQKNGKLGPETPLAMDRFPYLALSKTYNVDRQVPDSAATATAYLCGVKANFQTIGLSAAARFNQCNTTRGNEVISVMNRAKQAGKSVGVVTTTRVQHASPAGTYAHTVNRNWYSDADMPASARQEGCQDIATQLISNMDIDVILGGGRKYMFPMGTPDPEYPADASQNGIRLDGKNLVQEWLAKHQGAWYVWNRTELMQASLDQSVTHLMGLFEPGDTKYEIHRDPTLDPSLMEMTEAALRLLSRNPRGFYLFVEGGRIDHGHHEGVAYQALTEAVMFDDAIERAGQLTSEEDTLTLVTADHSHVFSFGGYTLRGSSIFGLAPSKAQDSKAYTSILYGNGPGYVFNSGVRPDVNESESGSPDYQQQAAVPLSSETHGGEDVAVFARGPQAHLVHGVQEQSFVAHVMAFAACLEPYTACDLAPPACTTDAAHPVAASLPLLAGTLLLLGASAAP
A3A deaminase: blocks human APOBEC3A ssDNA deamination. P31941. recombinant A3A, FAM/TAMRA ssDNA deamination fluorescence. inhibition, % at 20 µM. 330,000 compounds, 0.41% hits. AID 493011;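 active = at least 40% inhibition at 20 µM here, with at most 30% in a related deaminase screen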;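 also: plate controls were A3A with DMSO for no effect and wells lacking A3A enzyme for full effect; some results filed as inactive read as strong as hits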
ATG4B inh: blocks human ATG4B protease cleavage of LC3 substrate. ATG4B cleavage of LC3-PLA2, NBD-HPC fluorescence, 1 h. inhibition, % at 8.33 µM. 340,000 compounds, 0.51% hits. AID 504462; in the data active = inhibition above about 40%
Target sequence (Q9Y4P1 whole entry, looked up): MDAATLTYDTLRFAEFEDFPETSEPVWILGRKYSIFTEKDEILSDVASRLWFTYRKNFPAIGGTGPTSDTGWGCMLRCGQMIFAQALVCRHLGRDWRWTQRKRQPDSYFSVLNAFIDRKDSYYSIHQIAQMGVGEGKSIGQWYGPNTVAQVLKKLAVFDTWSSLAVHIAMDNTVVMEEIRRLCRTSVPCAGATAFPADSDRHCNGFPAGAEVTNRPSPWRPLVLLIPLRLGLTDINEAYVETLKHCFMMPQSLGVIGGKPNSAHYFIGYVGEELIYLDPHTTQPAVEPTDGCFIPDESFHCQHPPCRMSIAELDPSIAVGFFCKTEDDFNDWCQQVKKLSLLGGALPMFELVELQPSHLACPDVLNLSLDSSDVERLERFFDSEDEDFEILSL
hIAP block: blocks human intestinal alkaline phosphatase. 330,000 compounds, 0.12% hits. purified IAP, CDP-Star luminescence, 30 min. inhibition, % at 10 µM;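 active = inhibition reaching a set limit with compound at 10 µM in the primary screen, cut at about 35% in these data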;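 also: plate controls were DMSO wells with enzyme for no effect and no-enzyme buffer wells for full effect; values of inactives mirror those of a sister screen read the other way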
* = called active by the depositor.

SMILES | PfG6PD inh | mIAP block | HKDC1 inh | mIAP act | hIAP act | A3A deaminase | ATG4B inh | hIAP block
CC(C)(C)c1ccc(-c2nn(CCC#N)cc2/C=N/O)cc1 | -0.7 | 0.7 | -8.2 | 0.993 | 0.915 | -1.1 | -6.5 | 8.5
COc1ccc(/C=N/NC(=O)c2ccc(Cl)cc2)cc1Cn1cc(Cl)cn1 | -3.9 | 3.2 | 8.4 | 0.968 | 0.992 | 1.4 | -1.0 | 0.8
CNC(=O)[C@@]1(Cc2ccccc2)C=C[C@@H](C)N1C(=O)OC | 11.0 | 1.5 | -1.7 | 0.985 | 1.04 | 1.3 | -8.2 | -3.6
COc1cc(NC(=O)C2CCCO2)c(OC)cc1Cl (stereo not given) | 4.0 | -5.2 | -3.0 | 1.05 | 0.952 | 1.2 | -6.5 | 4.8
COc1cc(OC)c(S(=O)(=O)N2CCN(C(=O)c3ccco3)CC2)cc1NC(C)=O | -5.9 | 2.2 | -5.1 | 0.978 | 1.07 | -5.8 | -3.7 | -7.2
N#Cc1cccc(NC(=O)COC(=O)CCc2ccc(S(=O)(=O)N3CCOCC3)cc2)c1 | 1.7 | -15.9 | -1.5 | 1.16 | 1.08 | -3.2 | -8.1 | -7.9
COc1ccc(NC(=O)C2CCCN(S(=O)(=O)c3c(C)n[nH]c3C)C2)cc1OC (stereo not given) | -3.3 | -3.0 | 1.5 | 1.03 | 1.09 | 0.7 | -0.6 | -8.9
Cc1ccccc1NC(=O)CSc1nnc(C2CC2)n1CC1CCCO1 (stereo not given) | 7.5 | -2.5 | -4.9 | 1.02 | 0.802 | -3.2 | 1.4 | 19.8
COc1cccc(CC(=O)Nc2nc(C)cs2)c1 | -10.9 | 6.3 | -11.9 | 0.937 | 1.03 | 6.0 | -6.2 | -3.0
O=C(Nc1cnc2ccccc2c1)c1cccc(-n2cnnn2)c1 | 0.0 | -1.9 | 5.4 | 1.02 | 1.28 | -2.1 | -12.9 | -28.4

Reprinted from the part before: 2 entries, followed by the next part.
SMILES | PfG6PD inh | mIAP block | HKDC1 inh | mIAP act | hIAP act | A3A deaminase | ATG4B inh | hIAP block
COc1cccc(CC(=O)Nc2nc(C)cs2)c1 | -10.9 | 6.3 | -11.9 | 0.937 | 1.03 | 6.0 | -6.2 | -3.0
O=C(Nc1cnc2ccccc2c1)c1cccc(-n2cnnn2)c1 | 0.0 | -1.9 | 5.4 | 1.02 | 1.28 | -2.1 | -12.9 | -28.4
COCCCN(C(=S)Nc1cc(C)cc(C)c1)C(C)c1ccncc1 (stereo not given) | -2.3 | -23.6 | -11.3 | 1.24 | 1.15 | -1.4 | -2.0 | -15.4
Cc1ccccc1C(=O)NNC(=O)C(=O)N1CCCCC1 | -48.0 | -4.2 | -7.5 | 1.04 | 1.04 | -1.5 | 6.9 | -4.3
CCN(CC)CCn1c(SCC(=O)Nc2ccc3c(c2)CCC3)nc2ccccc2c1=O | -2.6 | -5.4 | -0.3 | 1.05 | 0.994 | 1.1 | -2.6 | 0.6
COc1ccccc1/C=N/NC(=O)CC(=O)Nc1ccc(Cl)c(Cl)c1 | 106.3* | -5.3 | 4.9 | 1.05 | 1.06 | -0.3 | -13.8 | -6.0
CCOc1ccc(C(=O)n2cc(C(=O)OC)c3ccccc32)cc1OCC | 19.4 | -13.3 | 0.6 | 1.13 | 1.16 | 0.4 | 6.1 | -16.1
NC(=O)NCc1ccccc1Cl | 0.6 | 0.0 | 11.0 | 1 | 1.11 | -3.4 | -5.3 | -11.4
COc1ccc(Cc2c(N)nc(C)nc2N)cc1 | -3.7 | 9.6 | -0.8 | 0.904 | 0.949 | -4.6 | -8.8 | 5.1
CCOc1ccc(C(=O)COC(=O)CN2C(=O)NC3(CCCCC3C)C2=O)cc1 (stereo not given) | -11.9 | 2.5 | 0.6 | 0.975 | 0.994 | -3.5 | -27.1 | 0.6
Cc1ccc(CSc2nc3ccncc3n2CC(=O)Nc2cc(C)cc(C)c2)cc1 | -4.0 | -1.4 | -6.7 | 1.01 | 1.03 | -7.0 | 8.5 | -2.8
COCCNC(=O)c1cc(-c2ccncc2)nc2ccc(S(=O)(=O)N3CCOCC3)cc12 | -8.8 | -12.1 | -10.8 | 1.12 | 0.962 | 2.9 | -2.3 | 3.8
CCC1=Nc2cc(C(=O)O)ccc2Sc2ccc(Cl)cc21 | -14.1 | 14.3 | -2.6 | 0.857 | 0.888 | 9.3 | 1.8 | 11.2
COc1ccc(OC)c(N/C(C)=C/C(=O)c2ccccc2)c1 | 9.5 | 3.2 | 3.1 | 0.968 | 1.01 | 0.4 | -4.7 | -1.0
C=CCn1c(C(C)NC(=O)C(C)(C)C)nc2ccccc21 (stereo not given) | -5.6 | -0.8 | 7.5 | 1.01 | 1.04 | 0.7 | -2.4 | -3.7
CCOC(=O)c1cn(-c2c(C)n(C)n(-c3ccccc3)c2=O)c2c(F)c(F)c(F)cc2c1=O | 3.5 | -5.2 | -1.2 | 1.05 | 1.08 | 1.1 | 3.6 | -7.6
CCC(=O)Nc1nc(CC(=O)Nc2ccccc2)cs1 | 13.4 | -0.1 | 1.8 | 1 | 0.948 | -0.7 | -14.2 | 5.2
Cn1ncc(Br)c1C(=O)N1CCCC1 | -11.4 | 3.6 | -3.7 | 0.964 | 0.914 | -5.2 | -0.4 | 8.6
COc1ccccc1N(CC(=O)N1CCc2ccccc2C1)S(C)(=O)=O | -8.6 | 2.0 | -12.4 | 0.98 | 0.987 | 3.5 | -4.4 | 1.3
CC(C)(CO)NC(=O)Nc1ccc(Cl)c(Cl)c1 | -5.1 | -18.4 | -11.5 | 1.18 | 1.16 | -1.7 | -3.6 | -15.8
CCOC(=O)c1csc(-c2ccc3c(c2)CCO3)n1 | -13.1 | -10.3 | -2.6 | 1.1 | 1.1 | 1.9 | -10.5 | -10.2
C=C1C(=O)O[C@@H]2C[C@@H](C)[C@@H]3C=CC(=O)[C@@]3(C)[C@@H](OC(C)=O)[C@H]12 | 36.2 | 7.1 | 2.9 | 0.929 | 0.927 | 3.9 | 5.0 | 7.3
Cc1ccc(C2(c3ccc(C)cc3)NC(=O)N(Cc3c(C)noc3C)C2=O)cc1 | 6.3 | -22.6 | 1.6 | 1.23 | 0.902 | 0.0 | -8.8 | 9.8
C=CCN1C(=O)C(CC(=O)NCC)SC1=Nc1cc(Cl)ccc1Cl (stereo not given) | -3.3 | 7.8 | -1.3 | 0.922 | 0.889 | 0.2 | 2.1 | 11.1
O=C(N/N=C/c1coc2ccccc2c1=O)c1ccccc1 | -9.7 | 10.3 | 4.1 | 0.897 | 0.991 | 0.6 | 28.0 | 0.9
COc1ccc(C(=O)Nc2ccccc2)cc1S(=O)(=O)Nc1cc(C)on1 | -10.6 | 7.7 | -1.1 | 0.923 | 0.886 | -1.4 | 9.7 | 11.4
O=C(NC(=S)Nc1ccc(CN2CCOCC2)cc1)c1ccc(-c2cccc(Cl)c2)o1 | 14.4 | 16.6 | 0.5 | 0.834 | 0.919 | -3.6 | -12.1 | 8.1
COc1ccc(OC)c(C(=O)c2ccc(C(=O)c3cc(OC)ccc3OC)cc2)c1 | 12.9 | 9.5 | -5.0 | 0.905 | 1.01 | -4.3 | -1.7 | -1.2
CC1(C)CC2CC(C)(CN2CC(=O)C(C#N)c2ccccc2)C1 (stereo not given) | -9.5 | -7.8 | 2.8 | 1.08 | 1.53 | 1.8 | -4.5 | -53.3
Oc1ccc(C2=NNC(=NCc3ccc4c(c3)OCO4)SC2)c(O)c1 | 13.9 | 20.7 | 5.4 | 0.793 | 1.17 | -7.3 | -8.3 | -17.1
CCOc1ccccc1N1CC(C(=O)Nc2cc(Cl)ccc2-n2cncn2)CC1=O (stereo not given) | -3.9 | -0.2 | -3.9 | 1 | 0.975 | 5.0 | 3.6 | 2.5
Cc1ccc(N(Cc2cc3ccccc3[nH]c2=O)C(=O)c2cccs2)cc1 | -2.1 | 4.7 | -6.5 | 0.953 | 0.9 | 0.6 | 1.7 | 10.0
COC(=O)c1cnn(-c2ccc(Cl)cc2)c1/C=N/NC(N)=S | 4.8 | 12.6 | -1.9 | 0.874 | 1.18 | -2.1 | -3.8 | -17.9
FC(F)(F)c1cc(-c2ccccc2)nc(NC2CCCC2)n1 | 15.1 | 14.4 | 4.5 | 0.856 | 0.89 | 1.1 | -7.2 | 11.0
Cc1cc(Sc2nc(NC(C)C)nc(NC(C)C)n2)nc(Cl)n1 | 1.9 | 4.8 | 3.1 | 0.952 | 1.02 | -1.2 | 7.1 | -2.4
CN1/C(=C/C(=S)NC(=O)C2(C)CC2(Cl)Cl)C(C)(C)c2ccccc21 (stereo not given) | 20.7 | 26.3 | 4.2 | 0.737 | 0.76 | 0.6 | 7.4 | 24.0
Cc1ccccc1S(=O)(=O)Cc1ccc(C(=O)NCCCN2CCCC(C)C2)o1 (stereo not given) | -9.3 | 4.9 | 1.9 | 0.951 | 1.12 | 4.0 | -4.1 | -12.4
COc1cccc(-c2cc(C(=O)N3N=C(C)CC3(O)C(F)F)c3ccccc3n2)c1 (stereo not given) | 5.9 | 5.9 | -8.7 | 0.941 | 1.06 | 5.8 | 4.6 | -5.7
CCCn1c(C(Cc2ccccc2)NC(=O)COC)nc2ccccc21 (stereo not given) | -1.2 | -3.8 | -1.4 | 1.04 | 0.844 | -0.4 | 4.9 | 15.6
CCOCCCNC(=O)/C=C1\Sc2ccccc2N(Cc2ccccc2F)C1=O | 5.4 | 14.0 | -2.6 | 0.86 | 0.935 | 0.7 | -7.5 | 6.5
CCOC(=O)CSC1=C(C#N)C(c2ccc(OC)cc2)C2=C(CC(C)(C)CC2=O)N1 (stereo not given) | 12.1 | 17.4 | -0.8 | 0.826 | 1.01 | -0.8 | -11.3 | -1.5
Cc1c(C(=O)N2CCCCC2CCN2CCCC2=O)oc2c(F)cccc12 (stereo not given) | -19.8 | -0.2 | -6.2 | 1 | 1.1 | -4.2 | -3.4 | -10.0
Cc1cc(C(=O)CSc2nc3ccc(Cl)cc3[nH]2)c(C)n1C | 35.9 | 5.0 | 3.2 | 0.95 | 0.886 | 2.6 | -9.1 | 11.4
O=c1[nH]c2c(c3c1CCCC3)CCCC2 | -7.2 | -1.3 | 11.4 | 1.01 | 0.801 | 1.0 | 1.6 | 19.9
CC(=O)N/C(=N\c1nc(C)cc(C)n1)Nc1ccc2ccccc2c1 | -2.7 | 4.3 | 8.1 | 0.957 | 1.12 | -1.4 | 2.7 | -11.6
CC(C)NC(=O)c1onc(CSc2cccc(Cl)c2)c1C(=O)O | -1.4 | -13.4 | 2.5 | 1.13 | 0.959 | -1.1 | -6.1 | 4.1
CCOc1ccc(N2CC(C(=O)N3CCc4ccccc4C3)CC2=O)cc1 (stereo not given) | -7.6 | 1.5 | -3.0 | 0.985 | 1.11 | -4.9 | 7.2 | -11.0
C=CCn1c(SCCN2CCOCC2)nc2c1c(=O)[nH]c(=O)n2C | -4.4 | -1.6 | 4.0 | 1.02 | 0.951 | -2.6 | -6.7 | 4.9
CNC(=O)NC(=O)C(C)N1CCN(C/C=C/c2ccccc2)CC1 (stereo not given) | -0.6 | -17.1 | 4.1 | 1.17 | 1.12 | 7.9 | 4.3 | -12.5

Single values from the list:
CCOC(=O)c1cn(-c2c(C)n(C)n(-c3ccccc3)c2=O)c2c(F)c(F)c(F)cc2c1=O @ mIAP act = 1.05
O=C(Nc1cnc2ccccc2c1)c1cccc(-n2cnnn2)c1 @ mIAP block = -1.9
COC(=O)c1cnn(-c2ccc(Cl)cc2)c1/C=N/NC(N)=S @ PfG6PD inh = 4.8
COc1ccc(C(=O)Nc2ccccc2)cc1S(=O)(=O)Nc1cc(C)on1 @ HKDC1 inh = -1.1
